Pol kappa inh = qHTS for Inhibitors of Polymerase Kappa | DNA polymerase kappa (Homo sapiens), Q9UBT6 | purified Pol kappa, fluorescent DNA synthesis assay, 10 min | Potency, µM (highest dose often 107 µM), for inactives: at the highest dose activity, negative = inhibition, actives largely listed as inhibitors | actives 0.53% (n = 400,000) | AID 588579, 2011; note: potency is the fitted concentration of half-maximal effect; % is set by controls: 0 for no effect and ±100 for the full control effect
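Enzyme at 10 nM met test compounds for 15 min at room temperature. Substrate addition (50 nM final) began the reaction, which was monitored by fluorescence at 0 and 10 min.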
ALOX12 inh = Primary qHTS assay for inhibitors of human arachidonate 12S-lipoxygenase (ALOX12): Round 2. Polyunsaturated fatty acid lipoxygenase ALOX12 (Homo sapiens), P18054. actives 1.1% (n = 580,000). Potency, µM (top dose mostly 108 µM), for inactives: top-dose activity change, negative = inhibition, usual class: inhibitors. purified 12hLO, xylenol orange hydroperoxide absorbance; note: potency is the fitted concentration of half-maximal effect; % is set by controls: 0 for no effect and ±100 for the full control effect
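Purified human 12hLO (150 nM final) in 25 mM Hepes, 0.01% Triton X-100, pH 7.0 was preincubated 15 min at room temperature with compound. Then 40 uM arachidonic acid was added, 30 min. Hydroperoxide was read by Fe-XO absorbance ratio 573/405 nm.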
Pol beta inh = qHTS Assay for Inhibitors of DNA Polymerase Beta; Pol beta primer extension/strand displacement, fluorescence kinetic; Potency, µM (highest dose often 114 µM), inactives show top-dose activity change, negative = inhibition, usual class: inhibitors; actives 1.3% (n = 340,000); AID 485314, 2010; note: potency is the fitted concentration of half-maximal effect; % is set by controls: 0 for no effect and ±100 for the full control effect
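Values derive from four-parameter Hill fits of normalized kinetic data: reads at 0 and 10 min following addition of 50 nM substrate to 10 nM Pol beta preincubated 15 min with compound.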
ERG-DNA inh = qHTS for Small Molecule Inhibitors of the ERG Ets/DNA interaction | Transcriptional regulator ERG (Homo sapiens), P11308 | fluorescence polarization, His-ERG Ets domain / labelled DNA | Potency, µM (series often up to 76.9 µM), without a hit: at the highest dose FP activity, negative = inhibition, actives largely listed as inhibitors | actives 0.028% (n = 370,000); active = well fitted inhibition curve with a large enough effect in the polarisation, with a control signal flat; inconclusive = small, poorly fitted or top-dose-only effect, or effect the other way, or a change in a side signal; inactive = no such curve, though single readings can be large or run the other way; the % refers to the polarisation;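 note: polarization taken with two DNA probes labelled with fluorescein and Texas red; potency is the fitted concentration of half-maximal effect; % of control where 0% means no effect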
Target sequence (P11308 whole entry, looked up, the tested form may be a part): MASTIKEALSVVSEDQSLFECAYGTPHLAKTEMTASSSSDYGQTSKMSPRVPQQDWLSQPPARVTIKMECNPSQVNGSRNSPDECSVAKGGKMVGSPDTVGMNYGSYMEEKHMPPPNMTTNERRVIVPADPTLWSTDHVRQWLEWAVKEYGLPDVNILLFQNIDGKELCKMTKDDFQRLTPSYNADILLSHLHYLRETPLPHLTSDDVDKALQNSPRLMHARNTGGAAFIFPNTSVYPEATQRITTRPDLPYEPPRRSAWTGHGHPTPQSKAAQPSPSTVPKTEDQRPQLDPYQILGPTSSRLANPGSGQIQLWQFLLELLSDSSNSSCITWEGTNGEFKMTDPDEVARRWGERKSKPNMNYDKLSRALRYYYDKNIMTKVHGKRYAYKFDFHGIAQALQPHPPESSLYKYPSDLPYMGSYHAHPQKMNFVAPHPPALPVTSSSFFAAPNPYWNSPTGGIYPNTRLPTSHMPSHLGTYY
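His-tagged ERG Ets domain (1 uM in the protein solution; 300mM KCl, 50mM Tris-HCl, 1mM EDTA, 1mM DTT, pH 7.5) received compound, then a probe mix of 5 nM fluorescein-DNA and 100nM Texas-615-DNA. Fluorescence polarization was read for both dyes.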
Anesthetic bind = qHTS Assay for Identification of Novel General Anesthetics | Ferritin light chain (Equus caballus), P02791 | apoferritin/1-aminoanthracene competitive binding, fluorescence | Potency, µM (highest dose often 77.5 µM), without a hit: at the top dose activity change, negative = displacement, most hits filed as inhibitors | actives 0.074% (n = 350,000); note: potency is the fitted concentration of half-maximal effect; % is set by controls: 0 for no effect and ±100 for the full control effect; nearly all actives have a fitted effect of over 20% in size
Target sequence (P02791 2-175 limits assumed): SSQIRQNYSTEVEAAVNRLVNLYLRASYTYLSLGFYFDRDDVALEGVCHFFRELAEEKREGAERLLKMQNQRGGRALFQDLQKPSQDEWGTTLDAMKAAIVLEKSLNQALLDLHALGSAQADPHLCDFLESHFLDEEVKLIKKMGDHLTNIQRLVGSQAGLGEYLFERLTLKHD
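Probe: 1-aminoanthracene (50% saturated, PBS). Protein: horse-spleen apoferritin, 10 uM. Incubation: 10 min, room temperature. Detection: 380 nm excitation, 535 nm emission. Analysis: normalized response, four-parameter Hill.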
RGS4 inhibitor = Inhibitors of Regulator of G Protein Signaling (RGS) 4: qHTS; Transcreener GDP fluorescence polarization, RGS4-accelerated GTP hydrolysis; actives 0.039% (n = 390,000); Potency, µM (series often up to 114 µM), for inactives: top-dose activity change, negative = inhibition, actives largely listed as inhibitors; note: potency is the fitted concentration of half-maximal effect; % is set by controls: 0 for no effect and ±100 for the full control effect; nearly all actives have a fitted effect of over 75% in size; some results filed as inactive show a strong effect at the top dose
Target sequence (P49798 whole entry, looked up): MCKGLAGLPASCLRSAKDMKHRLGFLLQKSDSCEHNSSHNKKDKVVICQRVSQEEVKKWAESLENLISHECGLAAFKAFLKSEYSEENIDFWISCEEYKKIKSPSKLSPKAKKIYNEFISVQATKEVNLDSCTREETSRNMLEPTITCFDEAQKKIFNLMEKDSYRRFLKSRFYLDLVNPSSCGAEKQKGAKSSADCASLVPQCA
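MLSMR compounds (23 nl, pin-transferred) preincubated 10 min at room temperature with a 500nM (2x) first reagent, then RGS4 at 900nM (2x) plus Transcreener GDP mix added; fluorescence polarization (620/688 nm) read before and after 90 min at 30 °C.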
LDHA inh = qHTS assay for inhibitors of human lactate dehydrogenase; L-lactate dehydrogenase A chain (Homo sapiens), P00338; purified LDHA, NADH/diaphorase-resazurin fluorescence; stronger effect = lower value; activity change, % (values are at about 110 or 230 µM); actives 0.15% (n = 480,000); in the data active = activity change below about -30%; inconclusive = mostly about -25% to -30%;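 note: plate controls were DMSO wells for no effect and wells without enzyme for full effect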
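Resorufin fluorescence (ex540/em590), read at 0 and 20 min after diaphorase/resazurin addition, reports the NADH left after a 5 min room-temperature reaction of 2 nM human LDH5 with 0.06 mM NADH and 0.2 mM pyruvate.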
Pol eta inh = qHTS for Inhibitors of Polymerase Eta | Potency, µM (top dose mostly 114 µM), for the others: at the highest dose activity change, negative = inhibition, hits mostly inhibitors | AID 588591, 2011 | DNA polymerase eta (Homo sapiens), Q9Y253 | recombinant Pol eta, fluorescent DNA replication assay | actives 1.2% (n = 390,000); note: potency is the fitted concentration of half-maximal effect; % is set by controls: 0 for no effect and ±100 for the full control effect
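Pol eta at 10 nM preincubated with compounds 15 min at room temperature; reaction started with fluorescent substrate (50 nM final) and read kinetically at 0 and 10 min.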
APEX1 inh = qHTS Assay for Inhibitors of the Human Apurinic/apyrimidinic Endonuclease 1 (APE1). DNA repair nuclease/redox regulator APEX1 (Homo sapiens), P27695. recombinant APE1, TAMRA/BHQ-2 abasic DNA cleavage fluorescence. Potency, µM (doses to about 65.8 µM), without a hit: top-dose activity change, negative = inhibition, most hits filed as inhibitors. actives 0.35% (n = 350,000). AID 2517, 2012;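 note: potency is the fitted concentration of half-maximal effect; plate controls were vehicle for no effect and reference inhibitor for full effect; nearly all actives have a fitted effect of over 55% in size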
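Measures dequenching upon AP-site incision of a 5'-TAMRA/3'-BHQ-2 THF-containing duplex, 50 nM; human APE1 0.75 nM after 15 min room-temperature exposure to compound; kinetic three-point read at one-minute spacing.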
Numbers without * were called inactive; ? = inconclusive; . = not tested or not shown; [ ] = another dose, or the depositor's remark. Unless noted, calls come from the whole dose curve; as a rule, active = well fitted curve in the direction sought with a large enough effect; inconclusive = small, poorly fitted or top-dose-only effect, or another doubt; inactive = no such curve, though single readings can be large; an effect the other way counts as inactive or inconclusive. These rows are one share of the data. The share of hits here may be higher or lower than overall.

SMILES | Pol kappa inh | ALOX12 inh | Pol beta inh | ERG-DNA inh | Anesthetic bind | RGS4 inhibitor | LDHA inh | Pol eta inh | APEX1 inh
CCS(=O)(=O)N1CCc2cc(C(=O)NCCc3ccc(OC)cc3)ccc21 | -1% | -16% | -8% | 1% | 58%[activator] | 24% | -6 | -4% | .
Cc1sc2ncnc(OCC(=O)NCc3cccs3)c2c1C | -1% | 8% | 23% | 4% | 5% | 26% | -5 | -7% | 3%
COc1ccc(-c2ccc(C3C4C=CCC(C)C4C(=O)N3Cc3ccccc3)c(F)c2)cc1OC (centres undefined) | -2% | . | . | . | 59%[activator] | 1% | . | . | -5%
O=C(O)CCC(=O)Nc1nnc(C(F)(F)F)s1 | 0% | -8% | ? | -2% | -5% | 21% | -5 | -17% | 3%
CC(C)(C)C(=O)NCCn1ccc2ccccc21 | -16% | 20% | -2% | 4% | -1% | 8% | -4 | -7% | 12%
N=c1sccn1CC(=O)Nc1ccccc1Oc1ccccc1 | -14% | 2% | -8% | 1% | -7% | 2% | -3 | -3% | 19%
Cc1ccc(C)c(-n2c(Cc3cc(=O)[nH]c(=O)[nH]3)nnc2SCC(=O)NCC2CCCO2)c1 (centres undefined) | -16% | 0% | 45% | -8% | -7% | -22% | -4 | -3% | 22%
Cc1ccc(C(C)(C)C)cc1S(=O)(=O)NC(=O)c1ccccc1 | 3% | 14% | 4% | -10% | -3% | -6% | -4 | -17% | 2%
Cc1c(C(=O)N2CC(C)OC(C)C2)sc2nc(-c3ccc(F)cc3)cn12 (centres undefined) | -5% | 0% | 15% | 3% | -7% | ? | -7 | -5% | 0%
CSCC[C@H](NC(=O)C1CCCC1)c1nc2ccccc2[nH]1 | 0% | 21% | 0% | 2% | -6% | 27% | 4 | 3% | -6%
CC1CCN(C(=O)COC(=O)[C@H](C)NS(=O)(=O)/C=C/c2ccccc2)CC1 | -10% | -19% | 6% | 4% | ? | 21% | -8 | 2% | 5%
COc1cccc(C(=O)Nc2nnc(-c3ccccc3)s2)c1OC | 2% | 28% | 4% | 11% | -11% | -19% | 1 | -13% | -2%
CCc1ccccc1NC(=O)CSc1nc2n[nH]c(C)c2c(=N)n1-c1cccc(C)c1 | -6%[60.1 µM] | -11% | ? | -5% | ? | 5% | -1 | -6% | .
CCCCC(=O)Nc1ccc(C(=O)OCc2cc(=O)n3nc(C4CC4)sc3n2)cc1 | -15%[60.1 µM] | -7% | 5% | 0% | 52%[activator] | 10% | 1 | -4% | .
CCN(CC)c1ccc2cc(-c3nc(-c4cc(OC)c(OC)c(OC)c4)no3)c(=O)oc2c1 | -13% | -24% | 7% | ? | 6% | 27% | -1 | 95%[activator] | .
O=C(NCc1ccccc1Cl)c1cccc(C(F)(F)F)c1 | -12% | 2% | -13% | -7% | -19% | -2% | -8 | -14% | 16%
CN(C)S(=O)(=O)c1ccc(/C(O)=C2/C(=O)C(=O)N(CCCN3CCOCC3)C2c2ccncc2)cc1 (centres undefined) | -4% | -1% | . | -1% | . | 0% | -2 | 0% | .
COc1ccc(Br)cc1CNC(=O)C1CCCN(S(C)(=O)=O)C1 (centres undefined) | 1% | 4% | -12% | -3% | 5% | -7% | -4 | 5% | 2%
O=C1c2cccc3cccc(c23)C(=O)N1Cc1cccnc1 | 0% | ? | -1% | -1% | -4% | -24% | 2 | -15% | 1%
CCOC(=O)N1CCN(C(=O)c2cc(C)c3c(C)nn(-c4ccccc4)c3n2)CC1 | 0% | 1% | 4% | -17% | -12% | -19% | 4 | -14% | 0%
Cc1ccc(-c2noc(CNS(=O)(=O)c3ccccc3)n2)cc1 | -1% | 96%[activator] | -2% | 3% | -12% | 12% | 2 | -17% | 21%
O=C1CC(N2CCOCC2)C(=O)N1Cc1ccc(N2CCCC2=O)cc1 (centres undefined) | -7% | 5% | 7% | -2% | -2% | 6% | -4 | -17% | 1%
CCN(CC(=O)Nc1cc(Cl)ccc1-n1cncn1)Cc1nc2ccccc2c(=O)[nH]1 | -8% | 7% | . | 17% | . | -4% | -8 | -10% | 24%
O=C(Nc1ccc(F)cc1)c1ccc(S(=O)(=O)NCc2cccnc2)cc1 | 7% | 7% | 10% | -6% | -2% | 2% | -8 | -16% | 67%[activator]
CCOC(=O)c1nn(-c2cccc(Cl)c2)c(C)c1C(C)=O | 2% | 0% | 2% | -4% | -15% | 29% | -9 | -4% | 25%

Quoted from the results shown (9 entries):
SMILES | Pol kappa inh | ALOX12 inh | Pol beta inh | ERG-DNA inh | Anesthetic bind | RGS4 inhibitor | LDHA inh | Pol eta inh | APEX1 inh
CCS(=O)(=O)N1CCc2cc(C(=O)NCCc3ccc(OC)cc3)ccc21 | -1% | -16% | -8% | 1% | 58%[activator] | 24% | -6 | -4% | .
Cc1sc2ncnc(OCC(=O)NCc3cccs3)c2c1C | -1% | 8% | 23% | 4% | 5% | 26% | -5 | -7% | 3%
COc1ccc(-c2ccc(C3C4C=CCC(C)C4C(=O)N3Cc3ccccc3)c(F)c2)cc1OC (centres undefined) | -2% | . | . | . | 59%[activator] | 1% | . | . | -5%
O=C(O)CCC(=O)Nc1nnc(C(F)(F)F)s1 | 0% | -8% | ? | -2% | -5% | 21% | -5 | -17% | 3%
CC(C)(C)C(=O)NCCn1ccc2ccccc21 | -16% | 20% | -2% | 4% | -1% | 8% | -4 | -7% | 12%
N=c1sccn1CC(=O)Nc1ccccc1Oc1ccccc1 | -14% | 2% | -8% | 1% | -7% | 2% | -3 | -3% | 19%
Cc1ccc(C)c(-n2c(Cc3cc(=O)[nH]c(=O)[nH]3)nnc2SCC(=O)NCC2CCCO2)c1 (centres undefined) | -16% | 0% | 45% | -8% | -7% | -22% | -4 | -3% | 22%
Cc1ccc(C(C)(C)C)cc1S(=O)(=O)NC(=O)c1ccccc1 | 3% | 14% | 4% | -10% | -3% | -6% | -4 | -17% | 2%
Cc1c(C(=O)N2CC(C)OC(C)C2)sc2nc(-c3ccc(F)cc3)cn12 (centres undefined) | -5% | 0% | 15% | 3% | -7% | ? | -7 | -5% | 0%

(list continues)
SMILES | Pol kappa inh | ALOX12 inh | Pol beta inh | ERG-DNA inh | Anesthetic bind | RGS4 inhibitor | LDHA inh | Pol eta inh | APEX1 inh
N#C/C(C(=O)N1CCCCC1)=C1/N=C(N)c2ccccc21 | 1% | -16% | 92% | -12% | -3% | 0% | -7 | -8% | -9%
COC(=O)COc1ccc(S(=O)(=O)N2CCCCCC2)cc1C | 7% | 33%[activator] | 8% | -1% | -9% | -4% | -6 | -18% | 0%[12.4 µM]
CCOC(=O)c1cnn(CCOC(=O)C(C)(C)C)c1NC(=O)C(C)(C)C | -2% | 10% | 37% | 13% | -16% | -2% | 1 | -3% | -1%
COCCCNC(=O)Cn1c(=O)n(CCCCCC(=O)Nc2ccccc2)c(=O)c2sccc21 | -15% | 7% | 20% | . | 3% | 9% | -23 | -2% | 15%
O=C(Nc1cc(C(=O)N2CCCC2)ccc1N1CCCC1)C1CC1 | -6% | -6% | 14% | -2% | -7% | 13% | -1 | -6% | 4%
COc1ccc(CC(=O)Nc2ccc(S(=O)(=O)Nc3onc(C)c3C)cc2)cc1OC | -13% | ? | 47% | -5% | 2% | 9% | -11 | -3% | 8%
NN(Cc1ccccc1)C(=S)Nc1ccc(Cl)c(Cl)c1 | 3% | ? | 10% | 8% | -16% | -1% | 0 | -21% | 3%
Cc1cc(N2CCN(C(=O)c3ccco3)CC2)n2nc(-c3cccc(Cl)c3)cc2n1 | -7% | 4% | 5% | -8% | -17% | -23% | 0 | -8% | 1%
CC(C)NC(=O)CC(c1ccccc1)c1cc(Br)ccc1O (centres undefined) | 0% | -7% | 9% | 7% | -6% | 3% | -2 | -5% | -5%
CC(C)CCCCCCCCCCCCC(=O)NCC(=O)NC1C(C)OC(Nc2ncnc3nc[nH]c23)C(O)C1O (centres undefined) | -4% | -18% | . | . | . | -14% | -13 | -14% | .
CCCCCCC(=O)N(O)C1CC(=O)N(c2ccc(C)cc2)C1=O (centres undefined) | -6% | -21% | 0% | 8% | ? | ? | 0 | -5% | 4%
COc1ccccc1NC(=O)C(=O)NCC1COc2ccccc2O1 (centres undefined) | -11% | 10% | -22% | . | -13% | -7% | -1 | -11% | -1%
Cc1cc(C)cc(Nc2nc3cc(Cl)c(Cl)cc3nc2-n2nc(C)cc2C)c1 | -6% | -16% | 35%[activator] | -6% | 3% | -14% | -12 | -10% | .

From PubChem BioAssay
